Screens: PubChem, National Center for Advancing Translational Sciences (NCATS)
Akt phos inh: Akt phosphorylation inhibition. Neuro2A IGF-stimulated pAkt S473 HTRF, 20 min; hits give low values. activity change, % for hits at 50 µM. 360,000 tested, 0.32% active. AID 651550; in the data active = activity change below about -80%; inconclusive = mostly about -51% to -80%; note: % is set by controls: 0 for no effect and ±100 for the full control effect
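Single-point screen (50 µM final compound) in Neuro2A cells stimulated 20 min with 6 nM IGF at 37 deg C. After lysis, Ser473-phosphorylated Akt read by HTRF (ex 330 nm, em 615/665 nm) as the 665/615 ratio.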
PTHR1 ag: activates the human parathyroid hormone receptor PTHR1 | 410,000 tested, 0.075% active | HEK293 GP2 PTHR1 cells, GloSensor cAMP luminescence, 1 h | Potency, µM (titrated, usually from 115 µM), without a hit: at the highest dose activation, most hits filed as activators | Q03431; note: potency is the fitted concentration of half-maximal effect; nearly all actives have a fitted effect of over 55% in size; some results filed as inactive show a strong effect at the top dose; inactives centre near -15; many of its hits are not listed in these tables
Target sequence (Q03431 whole entry, looked up): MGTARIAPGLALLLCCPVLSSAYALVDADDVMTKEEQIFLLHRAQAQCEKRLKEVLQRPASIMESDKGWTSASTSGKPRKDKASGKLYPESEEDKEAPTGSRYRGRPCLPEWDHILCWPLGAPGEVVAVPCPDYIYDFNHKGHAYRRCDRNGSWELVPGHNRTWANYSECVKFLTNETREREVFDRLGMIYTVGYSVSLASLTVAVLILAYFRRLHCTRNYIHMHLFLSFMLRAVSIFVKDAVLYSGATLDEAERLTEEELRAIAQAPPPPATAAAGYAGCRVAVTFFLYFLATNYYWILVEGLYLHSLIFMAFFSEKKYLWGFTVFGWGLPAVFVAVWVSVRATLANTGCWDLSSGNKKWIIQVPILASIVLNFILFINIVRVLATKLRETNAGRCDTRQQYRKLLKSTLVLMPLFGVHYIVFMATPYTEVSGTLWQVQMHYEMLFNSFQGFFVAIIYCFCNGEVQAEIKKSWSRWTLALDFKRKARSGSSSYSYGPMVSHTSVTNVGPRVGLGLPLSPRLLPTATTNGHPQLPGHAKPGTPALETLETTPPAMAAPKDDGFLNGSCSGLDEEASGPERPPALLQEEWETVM
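HEK-293-derived GP2 cells expressing PTHR1 and a GloSensor cAMP reporter, 3,000/well, plated overnight, given luciferin plus IBMX (each 0.5 mM as added) for 1 h at 37 °C, then compound for 1 h at 37 °C. Luminescence was read after 15 min at room temperature.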
DRD3 agonist: D3 dopamine receptor (human) agonism. D3R DiscoveRx beta-arrestin cells, luminescence, 90 min. 410,000 tested, 0.58% active. P35462. AID 652048. max activation, %; in the data active = max activation above about 30%; note: 0% is about no effect; mostly tested at two doses, the higher about 12 µM
Target sequence (P35462 whole entry, looked up): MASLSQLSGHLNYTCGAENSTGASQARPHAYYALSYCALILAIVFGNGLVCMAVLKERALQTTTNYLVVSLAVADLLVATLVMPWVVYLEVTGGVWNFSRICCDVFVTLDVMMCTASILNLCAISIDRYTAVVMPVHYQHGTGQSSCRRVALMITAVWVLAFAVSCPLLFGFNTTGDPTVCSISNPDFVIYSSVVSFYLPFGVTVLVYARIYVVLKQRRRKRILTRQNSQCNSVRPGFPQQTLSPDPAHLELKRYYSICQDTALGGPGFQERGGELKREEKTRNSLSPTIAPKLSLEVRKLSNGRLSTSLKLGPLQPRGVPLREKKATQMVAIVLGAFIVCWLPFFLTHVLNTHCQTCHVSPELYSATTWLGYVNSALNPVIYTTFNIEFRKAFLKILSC
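Agonist-mode cell screen: cells plated at 1500/well and incubated overnight at 37 °C, then exposed to library compounds for 90 min at 37 °C. Detection reagent was added for 30–60 min at room temperature, and luminescence was read.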
Mm-Cpn inhibitor: inhibitors of Methanococcus maripaludis chaperonin (MmCpn). Potency, µM (doses to about 76.9 µM), for inactives: at the highest dose activity, negative = inhibition, actives largely listed as inhibitors. purified Mm-Cpn ATPase, ADP Transcreener TR-FRET. 330,000 tested, 0.031% active; note: potency is the fitted concentration of half-maximal effect; % is set by controls: 0 for no effect and ±100 for the full control effect; nearly all actives have a fitted effect of over 80% in size
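Compound-treated chaperonin, 25 nM final, turns over 10 uM ATP at 37°C for 30 min following a 10 min preincubation; ADP generated competes with ADP-d2 for Eu-cryptate antibody, lowering FRET.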
CCT modulator: changes cytosolic chaperonin activity | purified chaperonin ATPase assay, HTRF ADP detection, 30 min | activity change, % (concentration not given with the values), hits read low | 360,000 tested, 0.3% active | AID 651819; in the data active = activity change below about -30%; note: % is set by controls: 0 for no effect and ±100 for the full control effect
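We incubate TRiC, 40 or 20 nM final, with library compounds at 76 uM and 10 uM ATP for 30 min at 37 °C. ADP formed is detected with Transcreener HTRF reagents after 30 min at room temperature.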
DRD3 antagonist: D3 dopamine receptor (human) antagonism; 360,000 tested, 2.5% active; D3R cells, DiscoveRx beta-arrestin luminescence, antagonist mode; hits give low values; AID 652054; P35462; max response, negative = inhibition, %; in the data active = max response below about -50%; inconclusive = no clear call, values can overlap the other calls; note: % is set by controls: 0 for no effect and ±100 for the full control effect; mostly tested at two doses, the higher about 12 µM
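Cells plated overnight at 1500 cells/well, then exposed to library compounds with dopamine controls for 90 minutes at 37 degrees C. DiscoveRx reagent added for 30–60 minutes at room temperature; luminescence read, quantitative HTS format.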
EPAC2 ag: activates human EPAC2 exchange factor; Potency, µM (top dose mostly 154 µM), without a hit: top-dose activation, usual class: activators; Q8WZA2; 360,000 tested, 0.079% active; EPAC2 activation, biochemical qHTS; response scale: 100% = 6.5 mM cAMP response; AID 720711; note: potency is the fitted concentration of half-maximal effect; nearly all actives have a fitted effect of over 50% in size
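Nucleotide exchange monitored as fluorescence drop when BODIPY-GDP leaves Rap1B. Reaction: 100 nM EPAC2, 250 nM RAP1B-BODIPY-GDP, 50 uM GDP, room temperature, kinetic read over 30 min. Activity expressed relative to 6.5 mM cAMP.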
EPAC2 antagonist: antagonists of human EPAC2 | EPAC2 GEF exchange of Rap1B-BODIPY-GDP, fluorescence | Potency, µM (doses to about 114 µM), inactives show top-dose activity, negative = inhibition, usual class: inhibitors | 360,000 tested, 0.18% active; note: potency is the fitted concentration of half-maximal effect; % is set by controls: 0 for no effect and ±100 for the full control effect; nearly all actives have a fitted effect of over 45% in size; many of its hits are not listed in these tables
Numbers without * were called inactive; i = inactive; ? = inconclusive; . = no result given; & = joins results of further samples; [ ] = remark or other dose. Unless noted, calls come from the whole dose curve; as a rule, active = well fitted curve in the direction sought with a large enough effect; inconclusive = small, poorly fitted or top-dose-only effect, or another doubt; inactive = no such curve, though single readings can be large; an effect the other way counts as inactive or inconclusive. Not all compounds are listed, so the mix of outcomes need not match the whole.

SMILES	Akt phos inh	PTHR1 ag	DRD3 agonist	Mm-Cpn inhibitor	CCT modulator	DRD3 antagonist	EPAC2 ag	EPAC2 antagonist
Cc1cccc(NC(=O)COC(=O)c2cccs2)c1C	i	i	-2	-1%	1.7	4	5%	-3%
Cc1ccc2c(CC(=O)Nc3ccc(F)c(S(=O)(=O)N4CCOCC4)c3)coc2c1	i	-24%	8	1%	-1.9	10	13%	-15%
CN[C@H](C)C(=O)NC[C@H]1O[C@@H](n2cc(C)c(=O)[nH]c2=O)C[C@@H]1O	i	-11%	3	.	-2.1	?	17%	-1%
Cc1cccc(C(=O)NC2CC3CCCC(C2)N3S(=O)(=O)c2ccccc2)c1 (stereo not drawn)	i	-7%	6	1%	-5.6	5	10%	-2%
CCOC(=O)c1ccc(NC(=O)CSc2nc(=O)n(CCN3CCOCC3)c3c2CCC3)cc1	i	?	-20	0%	-0.5	-2	5%	20%
COc1ccccc1C(=O)Nc1cccc(N(C)S(C)(=O)=O)c1	i	-13%	-1	0%	1.0	0	4%	5%
Cc1cc(C(=O)Nc2cccc(C(=O)O)c2)oc1C	i	-18%	5	3%	-0.1	5	9%	1%
CC(=O)c1ccc(OC(=O)CCc2ccccc2)cc1	i	-4%	8	1%	0.0	2	4%	-5%
COc1cc(C(=O)NCC(=O)N2CC=C(c3ccccc3)CC2)cc(OC)c1OC	i	-20%	-4	1%	0.5	17	-3%	17%
CCCCC(c1nnnn1CC1CCCO1)N1CCN(c2ccccc2)CC1 (stereo not drawn)	i	-10%	-3	-2%	-1.1	8	8%	0%
COCCN(C(=O)COC(=O)CCC(=O)c1ccc(C)cc1)c1c(N)n(Cc2ccccc2)c(=O)[nH]c1=O	i	i	-3	2%	-0.7	1	5%	-5%
Cc1sc2ncnc(NC(C)C(=O)O)c2c1C (stereo not drawn)	i	i	-3	-4%	1.1	31	0%	4%
CCN(C(=O)COC(=O)CCCOc1ccccc1)c1c(N)n(Cc2ccccc2)c(=O)[nH]c1=O	i	-1%	0	1%	1.5	1	-3%	4%
CCOc1ccc2ccccc2c1CNCCN1CCOCC1	.	i	-14	-2%	1.4	0	5%	13%
O=C(c1c(F)cccc1F)N1CCN(S(=O)(=O)c2ccc3c(c2)OCCO3)CC1	.	-10%	.	0%	.	.	5%	-7%
CCOC(=O)C1CCN(C(=O)c2sc3ncn(CC(=O)N4CCCCC4)c(=O)c3c2C)CC1	i	i	4	.	-1.1	28	12%	4%
O=C(CSc1ccccn1)Nc1ccc2c(c1)oc1ccccc12	i	-29%	3	-7%	1.2	2	-6%	11%
Cc1ccc2oc(C(=O)N(C)Cc3cnccn3)c(C)c2c1	i	i	-5	-1%	-0.3	12	-1%	-4%
COc1ccc(/C=C(\NC(=O)c2ccccc2)C(=O)NCC2CCCO2)cc1 (stereo not drawn)	i	10%	0	0%	-0.5	-3	12%	-4%
COc1ccc(OC)c(Nc2c3c(nc4ccccc24)CCC3)c1	i	i	-11&-12	1%	-5.2	-11	4%	-27%
O=C(CNS(=O)(=O)c1ccc(Cl)c(C(F)(F)F)c1)NC1CCCCC1	i	-19%	1	0%	-3.0	0	8%	-29%
Cc1nnc(Sc2cc(C(=O)NC3CC3)c3ccccc3n2)s1	i	i	-13	0%	-0.8	?	13%	-1%
COc1ccc(CN2CCC(=O)N([C@H](CO)Cc3ccccc3)CC2)cc1OC	i	i	3	0%	-1.4	25	3%	-6%
O=C1c2ccccc2C(=O)N1OCc1cccc(Cl)c1	i	14%[57.5 µM]	8	-1%	-2.6	-2	-17%	0%

Structural class: the entries above with an aryl thioether with sulfur outside any ring.
SMILES	Akt phos inh	PTHR1 ag	DRD3 agonist	Mm-Cpn inhibitor	CCT modulator	DRD3 antagonist	EPAC2 ag	EPAC2 antagonist
CCOC(=O)c1ccc(NC(=O)CSc2nc(=O)n(CCN3CCOCC3)c3c2CCC3)cc1	i	?	-20	0%	-0.5	-2	5%	20%
O=C(CSc1ccccn1)Nc1ccc2c(c1)oc1ccccc12	i	-29%	3	-7%	1.2	2	-6%	11%
Cc1nnc(Sc2cc(C(=O)NC3CC3)c3ccccc3n2)s1	i	i	-13	0%	-0.8	?	13%	-1%

The results go on:
SMILES	Akt phos inh	PTHR1 ag	DRD3 agonist	Mm-Cpn inhibitor	CCT modulator	DRD3 antagonist	EPAC2 ag	EPAC2 antagonist
CCCN(c1ccc(OCC)cc1)c1ncnc2nc[nH]c12	i	i	1	-1%	-1.0	0	10%	-7%
Cc1ccc(C(=O)NNC(=O)c2ccc(NC(=O)C(C)(C)C)cc2)cc1	i	-22%	4	1%	-1.6	4	13%	0%
COc1ncnc2c1ncn2CCCNc1ccc(C)c(C)c1	i	-10%	3	.	-0.5	-8	12%	8%
CC1=NOC(=O)/C1=C\c1ccc(-c2ccc(Cl)cc2Cl)o1	i	-9%	3	0%	-0.5	9	-8%	?
O=C(CSc1nc2ccccc2c(=O)n1-c1ccccc1)N1CCC1	i	-17%	-2	1%	-1.2	3	8%	-2%
Cc1csc(NC(=O)/C=C/c2ccc3c(c2)OCO3)n1	i	-31%	-5	-24%	1.0	10	-6%	4%
Cc1ccc(NC(=O)c2ccc(=O)[nH]n2)cc1S(=O)(=O)Nc1ccc(SC(F)F)cc1	i	-40%[inhibitor]	0	-2%	-6.3	7	-6%	-5%
O=C(CN1CCN(Cc2ccccc2)C1=O)NCc1ccc(Cl)cc1	i	-18%[57.5 µM]	-3	-5%	-3.3	?	-18%	2%
C=CCNC(=O)C12CCC(C)(C(=O)C1Br)C2(C)C (stereo not drawn)	i	-24%	3	0%	-0.6	1	-9%	5%
COc1ccc(CN2CCNC(=O)C2CC(=O)NCCCC2CCCC2)c(F)c1 (stereo not drawn)	i	-7%	-18	-1%	-0.9	-6	-14%	3%
CC(C)NC(=O)COC(=O)c1ccccc1C(=O)c1ccccc1	i	-53%[inhibitor]	-6	2%	-0.6	-3	-8%	?
COc1ccc(C(=O)Nc2nc(N)n(-c3ccccc3)n2)cc1OC	i	i	1	0%	-1.6	9	0%	3%

Entries of single compounds, looked up by structure. Order of values: Akt phos inh	PTHR1 ag	DRD3 agonist	Mm-Cpn inhibitor	CCT modulator	DRD3 antagonist	EPAC2 ag	EPAC2 antagonist
`CC1=NOC(=O)/C1=C\c1ccc(-c2ccc(Cl)cc2Cl)o1` in the list: i	-9%	3	0%	-0.5	9	-8%	?
`COc1ccc(CN2CCNC(=O)C2CC(=O)NCCCC2CCCC2)c(F)c1` (stereo not drawn) in the list: i	-7%	-18	-1%	-0.9	-6	-14%	3%

(list continues)
SMILES	Akt phos inh	PTHR1 ag	DRD3 agonist	Mm-Cpn inhibitor	CCT modulator	DRD3 antagonist	EPAC2 ag	EPAC2 antagonist
Cc1cc(NCc2ccco2)n2c(nc3ccccc32)c1C#N	i	-11%[57.5 µM]	1	4%	-0.2	0	-4%	?
Cc1ccc(NC(=O)CCOc2ccccc2C)cc1C	i	8%	-4	-2%	0.3	4	5%	-27%
O=C(NCc1ccco1)C1CCCN(S(=O)(=O)c2ccccc2)C1 (stereo not drawn)	i	-4%[57.5 µM]	26	1%	1.8	6	-2%	15%
Cc1cccc(N2C(S)=C(C#N)C(=O)NC2c2ccco2)c1 (stereo not drawn)	i	-14%	10	-13%	1.1	0	7%	-3%
CC(C)N(C(=O)[C@H]1CC(CC(=O)NCc2cccc(C(F)(F)F)c2)C(=O)N2CCc3c([nH]c4ccccc34)[C@]12C)C(C)C (stereo partly drawn)	i	i	5	-1%	-2.1	-12	-10%	-10%
CCOC(=O)Cn1c(=O)n(CC(=O)OCC)c2ccccc21	i	i	-2	3%	-3.9	-17	2%	7%
O=C(CC(O)c1ccccc1)Nc1ccccn1 (stereo not drawn)	i	i	2	.	-2.6	11	-1%	7%
CN(C)/C=C/C(=O)c1ccncc1	i	-5%	-1	-3%	1.2	-12	-5%	21%
CCCOc1ccc(/C(O)=C2/C(=O)C(=O)N(CCN(C)C)C2c2ccc(O)c(OC)c2)cc1 (stereo not drawn)	i	-12%[57.5 µM]	-7	0%	0.6	-20	7%	-5%
COCCNC(=O)CN1CCCCCC1	i	-24%	3	0%	1.6	3	-1%	22%
O=C(Nc1ccccc1C(=O)O)c1cc(S(=O)(=O)NCc2ccccc2)ccc1Cl	i	i	12	1%	-60*	40	6%	-5%
COc1cc(C(=O)Nc2ccc(S(=O)(=O)N3CCCCC3C)cc2)cc(OC)c1OC (stereo not drawn)	i	i	2	0%	-1.9	-6	5%	-8%
CC(Oc1ccc(F)cc1F)C(=O)NNC(=S)NCC1CCCO1 (stereo not drawn)	i	-7%	-7	0%	0.4	-4	8%	-5%
CCCCN(CC)S(=O)(=O)c1ccc(C(=O)Nc2nnc(COC)o2)cc1	i	i	6	-2%	-1.2	-65*	6%	3%

Fetched one by one from the entries so far:
SMILES	Akt phos inh	PTHR1 ag	DRD3 agonist	Mm-Cpn inhibitor	CCT modulator	DRD3 antagonist	EPAC2 ag	EPAC2 antagonist
Cc1cccc(C(=O)NC2CC3CCCC(C2)N3S(=O)(=O)c2ccccc2)c1 (stereo not drawn)	i	-7%	6	1%	-5.6	5	10%	-2%
COc1ncnc2c1ncn2CCCNc1ccc(C)c(C)c1	i	-10%	3	.	-0.5	-8	12%	8%
